Compound activity deposited in PubChem by several laboratories.
MC4R barr agon = agonists of human melanocortin 4 receptor (MC4R) beta-arrestin; activation, % at 8.9 µM; P32245; 360,000 compounds, 0.98% hits; U2OS MC4R beta-arrestin complementation, luminescence; percent of melanotan II response, DMSO zero;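 active = activation above a per-plate cutoff, the mean activation of sample wells on that plate plus 3 SD, cut at about 8% in these data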
Cardio protect = modulators protecting cardiomyocytes from myocardial damage; H9c2 cardiomyocytes, H2O2 injury protection, ATPLite, 2 h; protection from H2O2 cell death, % at 20 µM; 360,000 compounds, 0.63% hits; AID 588492;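 active = compounds giving at least 50% protection of heart cells from peroxide-induced death in the single-dose screen, raw or plate-pattern-corrected value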;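 also: 0% = DMSO wells with peroxide and 100% = DMSO wells without peroxide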
hiPSC survival = enhancers of human iPSC single-cell survival. hiPSC single-cell survival, ATPlite luminescence; 100% = ROCK inhibitor wells, 0% = DMSO. survival enhancement, % at 20 µM. 360,000 compounds, 0.044% hits; in the data active = survival enhancement above about 18%;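 also: cells exposed to compounds for 16 hours before the ATP read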
MC4R antag cAMP = antagonists of human melanocortin 4 receptor (MC4R). P32245. MC4R-expressing cells, MTII-stimulated cAMP, LANCE TR-FRET. inhibition, % at 6.5 µM. 360,000 compounds, 0.48% hits. AID 540295;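 active = inhibition above its plate's cutoff, the mean of tested wells on that plate plus 3 SD, cut at about 29% in these data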;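 also: 0% = Melanotan II alone and 100% = Melanotan II plus saturating MCL0020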
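System: U2OS cells stably expressing human melanocortin 4 receptor (MC4R). Reagent: Melanotan II challenge after compound preincubation. Doses: 6.5 µM. Times: 30-min compound, 1-h challenge, 1-h detection, room temperature. Measured by: TR-FRET with Eu-cAMP and labeled anti-cAMP, 671 nm. Replicates: singlicate.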
Exocytosis inh = blocks lytic granule exocytosis | TALL-104 LAMP-1 surface exposure, flow cytometry; cells stimulated with thapsigargin and PMA | inhibition, % at 10 µM | 360,000 compounds, 0.66% hits | AID 651702;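 active = inhibition above about 55%, limit read from the data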
Glyco luc inh = N-linked glycosylation inhibition. AID 588692. reporter increase, % at 12.5 µM. D54 ERlucT glycosylation luciferase reporter, 24 h; percent of 100 nM tunicamycin response. 360,000 compounds, 0.23% hits;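 active = mean luciferase reporter signal, scaled so untreated is 0 and the glycosylation-blocking control 100, at or above a set limit in every replicate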;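 also: luciferase carries N-glycosylation sites so blocking glycosylation raises the light; 0% = median of neutral control wells and 100% = median of 100 nM tunicamycin wells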
aDG glyco up = alpha-DG glycosylation activation. AID 624168. Pro5-aDG cells, alpha-DG glycosylation AlphaScreen (IIH6); 0% Pro5, 100% B10-LARGE cell signal. activation, % at 10 µM. 360,000 compounds, 0.22% hits;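 active = activation of at least 8% versus controls, or a plate z-score of at least 8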;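 also: Pro5 are CHO cells carrying HIG-tagged alpha-DG that lacks glycosylation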
ABHD5 PLIN5 PPI = blocks binding of human ABHD5 to perilipin-5 | Q00G26+Q8WTS1 | Split G. princeps luciferase complementation, luminescence, 4 h | inhibition, % at 4 µM | 360,000 compounds, 0.78% hits | AID 602281;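 active = inhibition above the mean inhibition across every tested compound plus 3 SD, cut at about 22% in these data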;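 also: 0% = DMSO only wells and the 100% control is not disclosed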
Target sequence (Q00G26 whole entry, looked up): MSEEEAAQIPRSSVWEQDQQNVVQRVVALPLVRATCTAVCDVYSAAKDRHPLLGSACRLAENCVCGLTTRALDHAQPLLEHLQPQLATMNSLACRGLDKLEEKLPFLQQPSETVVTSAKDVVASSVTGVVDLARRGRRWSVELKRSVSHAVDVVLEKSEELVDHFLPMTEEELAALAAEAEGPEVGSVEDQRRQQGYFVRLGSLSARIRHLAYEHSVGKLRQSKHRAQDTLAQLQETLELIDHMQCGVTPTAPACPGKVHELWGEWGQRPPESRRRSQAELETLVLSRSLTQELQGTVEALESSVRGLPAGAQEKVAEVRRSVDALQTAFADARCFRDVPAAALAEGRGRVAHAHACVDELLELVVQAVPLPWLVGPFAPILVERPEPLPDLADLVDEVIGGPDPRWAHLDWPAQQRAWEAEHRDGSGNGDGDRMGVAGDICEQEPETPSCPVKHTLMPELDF
Target sequence (Q8WTS1 whole entry, looked up): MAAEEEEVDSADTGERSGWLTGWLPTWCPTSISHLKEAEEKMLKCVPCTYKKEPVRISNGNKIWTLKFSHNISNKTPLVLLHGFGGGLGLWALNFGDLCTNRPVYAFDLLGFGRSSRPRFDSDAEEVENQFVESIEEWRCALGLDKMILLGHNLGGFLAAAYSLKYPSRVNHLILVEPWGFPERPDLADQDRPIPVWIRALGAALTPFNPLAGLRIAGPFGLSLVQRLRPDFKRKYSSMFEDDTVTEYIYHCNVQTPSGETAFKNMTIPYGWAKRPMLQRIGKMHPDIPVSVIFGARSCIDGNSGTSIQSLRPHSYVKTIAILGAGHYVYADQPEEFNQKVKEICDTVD
m5-HT2A agonist = mouse HTR2A agonism via beta-arrestin recruitment | activation, % at 7.6 µM | 360,000 compounds, 0.66% hits | CHO-K1 mHTR2A beta-arrestin complementation, luminescence; percent of 30 µM serotonin response | P35363;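 active = activation above a run cutoff, the mean activation of all tested compounds plus 3 SD, cut at about 14% in these data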;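 also: 0% = plate median of compound wells and 100% = 30 µM serotonin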
ABCB6 inh 2 = blocks the human ABCB6 transporter; Q9NP58; fluorescence ratio to DMSO, % at 10 µM; K562-ABCB6 porphyrin accumulation, flow cytometry, 1 h; hits give low values; 360,000 compounds, 0.19% hits; AID 602162;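 active = fluorescence ratio to DMSO below 75%, the collection mean minus 3 SD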;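 also: signal is porphyrin accumulated inside mitochondria; 100% equals median channel fluorescence of DMSO control wells; lower ratio means ABCB6 inhibition with less porphyrin fluorescence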
Numbers without * were called inactive; . = not tested or not shown.

molecule,MC4R barr agon,Cardio protect,hiPSC survival,MC4R antag cAMP,Exocytosis inh,Glyco luc inh,aDG glyco up,ABHD5 PLIN5 PPI,m5-HT2A agonist,ABCB6 inh 2
CCc1cccc(C)c1NC(=O)CN(C)Cc1cccc(F)c1,-1.5,-4,-2.6,20,1,2,0.2,-3,0,102
O=C(CNS(=O)(=O)c1ccc(Br)s1)N1CCCC1,-2.3,5,1.7,0,1,-1,0.3,-1,-1,94
COC(=O)C(C(=O)OC)C(C(=O)OC)C(C(=O)OC)C(=O)OC,-1.2,11,-4.1,15,3,1,0.0,1,-2,97
O=C(Cn1cc2c(n1)CCCC2)Nc1ccccc1Br,-0.8,1,0.0,8,-3,0,0.1,0,-2,102
CCOc1cc(NC(=O)Nc2ccc(F)cc2)c(OCC)cc1NC(=O)CC,-0.8,-3,-0.5,-5,2,-1,0.0,1,-2,89
COc1ccc(F)cc1-c1cc(C(=O)N2CCc3ccccc3C2)[nH]n1,-1.2,2,3.8,-5,-1,0,2.2,5,-2,100
COc1ccc(CNC(=O)C2Cc3c(-c4ccccc4)ccnc3O2)cc1OC (stereo not drawn),-0.8,1,3.0,-1,2,-1,0.7,3,0,97
CNC(=O)c1ccsc1NC(=O)CCS(=O)(=O)c1ccc(C)cc1,-2.0,0,-0.2,-4,1,0,0.3,-6,-9,100
CCOC(=O)c1c(-c2ccc(-c3ccccc3)cc2)csc1NC(=O)CNCCN(C)C,0.8,-21,-0.5,0,-7,-5,-0.5,21,-10,100
O=C(CCNC(=O)c1ccccc1Cl)Nc1nnc(C2CC2)s1,-2.2,7,0.3,3,-1,3,-0.1,-2,3,94
CN(Cc1ccccc1)S(=O)(=O)c1ccc(Cl)c(C(=O)OCC(N)=O)c1,-0.8,-4,0.0,10,8,-2,0.1,2,1,99
CCSc1nc(C)cc(Oc2ccc(=O)n(C)n2)n1,-2.0,6,-0.2,9,-1,4,0.0,-3,-1,97
Cc1occc1-c1nnc(SCC(=O)N2CCCC(C)C2)o1 (stereo not drawn),0.4,-1,-0.5,-4,8,-1,0.1,4,-4,86
CCCc1nnc(NC(=O)c2cc3ccccc3oc2=O)s1,1.6,29,4.3,12,-2,1,0.0,-2,-1,102
Cc1onc(-c2ccccc2Cl)c1C(=O)N1C=CC(C(F)(F)Cl)=NCC1,-2.8,-2,-0.9,-3,0,2,-0.2,2,24*,99
Cc1ccsc1C(=O)N1CCCC(C(=O)c2cc(F)ccc2F)C1 (stereo not drawn),0.9,-5,-0.5,13,-2,-1,-0.1,1,2,96
COc1cc2c(cc1OC)C(Nc1ccc(S(N)(=O)=O)cc1)=NC(C)(C)C2,-0.9,7,-1.0,-6,-5,3,0.0,-4,6,99
CN(CC(=O)Nc1ccc(N2CCOCC2)cc1)Cc1c(O)ccc2ccccc12,-1.9,-5,1.2,6,-3,-1,0.2,14,-2,99
C=CCn1c(C(CCCC)CC(O)COCCC)n[nH]c1=S (stereo not drawn),0.0,-4,-2.9,14,-2,-2,-0.2,-4,1,97
N#CCCN(Cc1ccccc1)C(=S)Nc1ccc(F)cc1,-0.4,-3,-0.2,3,-4,1,-0.1,1,2,91
O=C(NCCc1nccs1)C1CCC(=O)N(CCc2ccc(Cl)cc2)C1 (stereo not drawn),-2.2,4,0.3,3,-1,-2,-0.2,9,-3,104
CCCn1c(SCC(=O)N2c3ccccc3CC2C)n[nH]c1=O (stereo not drawn),-2.8,6,0.3,16,-2,2,0.2,7,-3,96
O=C(COC(=O)c1cc[n+]([O-])cc1)Nc1ccc([N+](=O)[O-])cc1Cl,-4.3,2,1.1,4,-6,0,0.1,-2,0,97
COc1ccc(C(=O)Nc2ccc3c(c2)Cc2ccccc2-3)cc1,1.7,-5,-1.6,3,5,1,0.7,2,3,105
COc1cc(NS(=O)(=O)c2ccc(NC(=S)NC(=O)c3cccs3)cc2)nc(OC)n1,-2.9,-2,1.3,17,4,0,-0.3,-4,-3,97
CC12CN3CC(=O)N4CC5(C)CN(CC(C)(C4)C5=O)C(=O)CN(C1)CC(C)(C3)C2=O,0.0,1,1.3,-3,0,3,-0.2,6,-3,90
CC(=O)Nc1ccc(NC2CCCCC2NS(=O)(=O)c2ccc(Cl)cc2)cc1 (stereo not drawn),-0.9,-2,0.1,10,1,0,0.3,-7,5,95
CCc1ccc(C(=O)COC(=O)c2ccc(Cl)nc2)cc1,-0.7,-8,-0.2,9,-4,-1,0.6,3,-2,100
O=C(Cn1cc([N+](=O)[O-])ccc1=O)NCC1COc2ccccc2O1 (stereo not drawn),-0.3,5,0.9,4,-3,2,-0.1,-4,6,93
Cn1c2ccccc2n2c(=O)c(Cl)c(-c3ccccc3)c(C#N)c12,-2.4,-2,-0.4,-5,1,7,0.1,5,-1,100
COCCCN(CCC#N)C(=O)c1c(-c2c(Cl)cccc2Cl)noc1C,-0.3,-1,4.0,9,4,2,-0.1,6,3,94
CCC(C)c1ccc(NC(=O)c2cnn3c(C(F)F)cc(C)nc23)cc1 (stereo not drawn),1.9,-9,-0.2,-6,-1,-3,0.0,-1,-1,94
Cn1nc(C(=O)NCc2ccc(F)cc2)c2ccccc2c1=O,-3.3,7,-1.7,-3,-6,5,0.5,-5,1,96
CC(C)Oc1ccc(C2CC(=O)N(c3ccc(C(=O)O)cc3)C2=O)cc1 (stereo not drawn),-0.6,1,-0.6,1,8,1,-0.4,-4,2,102
C=CCNC(=O)N1CCCC(C(=O)c2cccc(OC(C)C)c2)C1 (stereo not drawn),-0.3,-9,-0.5,0,7,-4,-0.1,-15,-2,96
CN(C)C(=O)c1cccc(-c2cc(NC=O)c3ncc(-c4ccc(F)c(Cl)c4)n3c2)c1,4.1,18,-1.8,0,0,2,0.2,6,4,116
Cc1cc(-c2ccc(C(=O)O)s2)cnc1N,-1.6,2,-3.9,-6,2,-2,0.1,6,0,96
CN(C(=O)COC(=O)c1cc(Br)c(Br)s1)C1CCS(=O)(=O)C1 (stereo not drawn),-0.7,-2,1.8,-6,1,-3,0.0,6,4,94
Brc1ccc(OCCCN2CCOCC2)cc1,-1.5,5,-2.0,-4,2,-2,-0.2,-8,-11,113
C[C@H](CCC(=O)O)[C@H]1CC[C@H]2[C@@H]3CC[C@@H]4C[C@H](O)CC[C@]4(C)[C@H]3CC[C@]12C,0.7,-4,-0.4,7,-2,2,0.2,-1,2,100
C/C=C/C(=O)N1CC2(CC(c3cccc(NC(=O)CC(c4ccccc4)c4ccccc4)c3)=NO2)C[C@H]1C(N)=O (stereo partly drawn),-1.0,6,-3.0,9,1,0,0.1,-1,-5,96
COc1c(Cl)cc(Cl)cc1C(=O)Nc1ccc(NC(C)=O)cc1,-3.1,-2,-0.1,9,2,2,-0.1,5,3,99
COc1ccc(CCN=C(N)NS(=O)(=O)c2ccccc2)cc1,0.0,-2,2.4,-3,-2,-2,0.0,1,0,120
C=CCNC(=O)C(=O)NCC(c1ccc2c(c1)OCO2)N1CCOCC1 (stereo not drawn),0.8,0,-0.5,8,-1,2,-0.4,2,2,100
c1cncc(-c2noc(-c3cccc4ccccc34)n2)c1,1.4,-6,-0.5,10,-1,-3,2.7,5,3,99
S=C(NCCc1ccccc1)NCC1CCCO1 (stereo not drawn),-1.5,4,0.1,-1,1,0,-0.1,-6,-1,100
Cc1sc2ncnc(NCc3ccco3)c2c1C,-1.5,-20,1.6,9,1,2,4.3,11,2,102
Nc1ccccc1-c1nnc(-c2ccc(-c3ccccc3)cc2)o1,12*,-12,-2.2,-1,12,0,0.7,1,2,93
CC(=O)c1ccc(Sc2ccccc2N)c([N+](=O)[O-])c1,0.7,-6,-0.5,1,-4,0,-0.2,-1,4,97
CC1(c2nnc(-c3ccncc3)o2)CC(c2cccc(Cl)c2)=NO1 (stereo not drawn),-0.9,1,2.1,3,-2,-1,-0.3,2,-2,104
O=C(Cn1cccc1C(=O)c1ccccc1)NCCc1ccccc1,-0.3,-3,-0.5,-7,1,0,0.2,12,-5,99
CC(=O)N(C)c1ccc(NC(=O)COc2ccc(Br)cc2C)cc1,-2.1,-3,-0.2,14,3,1,0.0,0,-2,97
OCCC1CN(CCCn2cccn2)CCN1C1CCCCC1 (stereo not drawn),1.2,-2,-0.6,-5,-1,0,-0.1,-14,0,103
Cc1ccc(C)c(C(=O)CN2C(=O)C(=O)N(C3CCCC3)C2=O)c1,0.4,8,0.0,3,-5,4,-0.1,12,4,99
C=CCn1c(N)c(C(=O)OCCC)c2nc3ccccc3nc21,-0.8,1,-2.1,11,-4,6,0.2,-20,-6,113
COc1ccc(NC(=O)c2cccc(S(=O)(=O)Nc3ccc(Br)cc3)c2)cn1,0.8,-22,-1.6,11,21,-2,0.8,3,-1,96
COC[C@H]1CCCN1c1ccc2c(c1)O[C@H](COCc1ccccc1)CN([C@@H](C)c1ccccc1)S2(=O)=O,.,.,0.0,.,0,.,-0.2,-5,5,96
COc1cc(C)c(C(=O)CC(=O)c2c(C)cc(OC)cc2C)c(C)c1,-0.8,45,-0.6,4,28,-9,0.4,-6,-4,96
CC1(C)CC(=O)C(C=NCCN2CCOCC2)=C(O)C1,-0.4,0,1.8,0,-2,0,0.1,5,-1,98
COc1ccc(CN2CCC(CO)(CCOc3ccccc3)CC2)cc1C,-0.4,1,-0.6,13,3,-1,0.1,6,-8,103

Continuation:
molecule,MC4R barr agon,Cardio protect,hiPSC survival,MC4R antag cAMP,Exocytosis inh,Glyco luc inh,aDG glyco up,ABHD5 PLIN5 PPI,m5-HT2A agonist,ABCB6 inh 2
COc1ccc(N2CC(C(=O)Nc3nc4ccccc4s3)CC2=O)cc1 (stereo not drawn),-2.0,4,-0.1,3,10,-1,0.2,3,0,93
Cc1ccccc1C(=O)c1cccn1CC(=O)NCC(C)c1ccccc1 (stereo not drawn),-0.5,8,-0.5,6,-1,-3,-0.1,-7,-5,101
O=C(O)[C@H](Cc1ccccc1)NC(=O)N1CCOCC1,-1.0,4,-2.2,3,-3,0,0.0,4,1,81
Cc1cc(CNC(=O)c2cccnc2Cl)c2ccccc2n1,-1.4,-5,6.5,-23,33,7,0.7,-1,5,103
Cn1c(=O)n(-c2cccc(Cl)c2)c(=O)c2c3c(sc21)COC(C)(C)C3,-2.5,10,4.2,6,6,0,-0.2,3,2,99
Cc1ccc(Nc2cc(C)nn2-c2nc(C)cc(C)n2)cc1,-0.8,-4,-1.5,0,2,-1,1.3,7,1,91
COc1ccc(C(=O)OCC(=O)NCC2CCCO2)cc1S(=O)(=O)N1CCCc2ccccc21 (stereo not drawn),0.7,14,0.8,-3,2,-2,-0.2,7,-1,99
COc1cccc(NC(=O)c2ccc(NS(=O)(=O)c3cccs3)cc2)c1,1.1,6,-0.1,11,27,0,0.0,-8,4,106
